Pol beta inh = qHTS Assay for Inhibitors of DNA Polymerase Beta; hit rate 1.3% among 340,000; Potency, µM (top dose mostly 114 µM), for the others: at the highest dose activity change, negative = inhibition, most hits filed as inhibitors; P06746; Pol beta primer extension/strand displacement, fluorescence kinetic; note: potency is the fitted concentration of half-maximal effect; % is set by controls: 0 for no effect and ±100 for the full control effect
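Pol beta (10 nM) was preincubated with compound for 15 min at room temperature. The reaction was then started with 50 nM substrate and read immediately and after a further 10 min at room temperature.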
BLM helicase inh = qHTS Assay for Inhibitors of Bloom's syndrome helicase (BLM) | recombinant BLM DNA unwinding, fluorescence dequenching | Potency, µM (titrated, usually from 56.1 µM), inactives show top-dose activity change, negative = inhibition, actives largely listed as inhibitors | hit rate 0.2% among 350,000;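 note: potency is the fitted concentration of half-maximal effect; plate controls were vehicle for no effect and no enzyme for full effect; nearly all actives have a fitted effect of over 35% in size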
POLH inh = qHTS for Inhibitors of Polymerase Eta; Potency, µM (titrated, usually from 114 µM), inactives show at the highest dose activity change, negative = inhibition, actives largely listed as inhibitors; recombinant Pol eta, fluorescent DNA replication assay; hit rate 1.2% among 390,000; AID 588591, 2011; DNA polymerase eta (Homo sapiens), Q9Y253; note: potency is the fitted concentration of half-maximal effect; % is set by controls: 0 for no effect and ±100 for the full control effect
Target sequence (Q9Y253 whole entry, looked up): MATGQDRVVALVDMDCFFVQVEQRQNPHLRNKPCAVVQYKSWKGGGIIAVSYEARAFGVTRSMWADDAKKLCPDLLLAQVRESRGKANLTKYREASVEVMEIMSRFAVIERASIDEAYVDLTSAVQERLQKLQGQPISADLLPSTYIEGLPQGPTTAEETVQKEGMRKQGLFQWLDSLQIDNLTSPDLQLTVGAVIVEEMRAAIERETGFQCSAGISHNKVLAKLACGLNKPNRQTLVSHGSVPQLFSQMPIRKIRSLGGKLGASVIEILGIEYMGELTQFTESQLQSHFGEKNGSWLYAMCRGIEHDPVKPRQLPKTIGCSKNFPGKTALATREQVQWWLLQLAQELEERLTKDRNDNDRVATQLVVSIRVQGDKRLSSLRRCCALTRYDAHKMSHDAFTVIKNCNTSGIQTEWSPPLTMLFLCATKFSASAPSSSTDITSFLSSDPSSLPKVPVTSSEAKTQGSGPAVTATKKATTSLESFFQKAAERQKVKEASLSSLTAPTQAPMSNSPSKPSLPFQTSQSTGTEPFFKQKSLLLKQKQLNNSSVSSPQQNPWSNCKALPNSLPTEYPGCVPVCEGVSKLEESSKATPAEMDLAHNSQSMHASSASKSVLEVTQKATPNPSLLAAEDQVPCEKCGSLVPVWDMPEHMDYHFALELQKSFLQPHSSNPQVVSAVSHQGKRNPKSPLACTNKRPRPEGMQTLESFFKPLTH
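Fluorescent replication assay: 50 nM final substrate added after a 15 min room-temperature compound preincubation with 10 nM enzyme. Signal taken at 0 min and again at 10 min.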
POLI inh = qHTS for Inhibitors of Polymerase Iota; DNA polymerase iota (Homo sapiens), Q9UNA4; Pol iota fluorescent replication assay, 10 min; Potency, µM (top dose mostly 115 µM), for inactives: top-dose activity, negative = inhibition, most hits filed as inhibitors; hit rate 1% among 390,000; AID 588590, 2011; note: potency is the fitted concentration of half-maximal effect
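Pol iota at 10 nM preincubated 15 min with compounds at room temperature; reaction started with fluorescent substrate, 50 nM final. Fluorescence read kinetically at 0 and 10 min; buffer-only wells as negative control.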
Tb PGK inh = qHTS Assay to Find Inhibitors of Phosphoglycerate Kinase; Phosphoglycerate kinase, glycosomal (Trypanosoma brucei brucei), P07378; PGK/GAPDH coupled, Kinase-Glo luminescence, 60 min; Potency, µM (highest dose often 57.5 µM), for inactives: at the top dose activity change, negative = inhibition, actives largely listed as inhibitors; hit rate 0.043% among 380,000; AID 602233, 2012; note: potency is the fitted concentration of half-maximal effect; % is set by controls: 0 for no effect and ±100 for the full control effect; nearly all actives have a fitted effect of over 60% in size
Target sequence (P07378 whole entry, looked up): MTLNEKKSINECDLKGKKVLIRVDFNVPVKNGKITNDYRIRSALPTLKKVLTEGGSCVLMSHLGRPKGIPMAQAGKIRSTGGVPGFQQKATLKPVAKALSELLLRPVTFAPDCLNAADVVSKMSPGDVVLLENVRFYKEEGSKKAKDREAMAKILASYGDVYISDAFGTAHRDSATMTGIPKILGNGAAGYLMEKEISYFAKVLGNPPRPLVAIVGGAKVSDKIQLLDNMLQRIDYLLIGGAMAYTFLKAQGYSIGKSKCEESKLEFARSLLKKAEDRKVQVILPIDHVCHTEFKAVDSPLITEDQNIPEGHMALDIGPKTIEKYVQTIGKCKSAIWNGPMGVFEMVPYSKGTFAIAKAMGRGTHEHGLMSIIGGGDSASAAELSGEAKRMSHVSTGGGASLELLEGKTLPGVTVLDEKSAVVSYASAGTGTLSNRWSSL
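Luminescent ATP detection (Kinase-Glo Plus) follows a 60-minute room-temperature incubation, with wells lacking PGK as controls. Buffer: 100 mM TEA (pH 7.6), 5 mM MgCl2, 0.01% Tween-20. Coupling enzyme GAPDH (100 nM final) supplies unstable 1,3-BPG in-well.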
RXFP1 antagonist = qHTS Assay for Antagonists of the Relaxin Receptor RXFP1; Relaxin receptor 1 (Homo sapiens), Q9HBX9; HEK293-RXFP1, relaxin-stimulated cAMP HTRF, 30 min; active compounds read low; activity change, negative = inhibition, % at 57.5 µM; hit rate 0.59% among 350,000;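 active = activity change of -60% or lower, but not beyond a set lower limit; inconclusive = change between -60% and -40%, or beyond the set limit; inactive = change above -40%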; note: % is set by controls: 0 for no effect and ±100 for the full control effect
Anesthetic bind = qHTS Assay for Identification of Novel General Anesthetics; Ferritin light chain (Equus caballus), P02791; Potency, µM (titrated, usually from 77.5 µM), without a hit: at the top dose activity change, negative = displacement, hits mostly inhibitors; hit rate 0.074% among 350,000; apoferritin/1-aminoanthracene competitive binding, fluorescence; note: potency is the fitted concentration of half-maximal effect; % is set by controls: 0 for no effect and ±100 for the full control effect; nearly all actives have a fitted effect of over 20% in size
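Steps: apoferritin (10 uM) was premixed with half-saturated 1-AMA in PBS, compounds were pin-transferred, plates stood 10 min at room temperature, fluorescence was read at 380/535 nm, and curves were fitted with a Hill equation.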
APEX1 inh = qHTS Assay for Inhibitors of the Human Apurinic/apyrimidinic Endonuclease 1 (APE1); Potency, µM (highest dose often 65.8 µM), for the others: at the highest dose activity change, negative = inhibition, actives largely listed as inhibitors; hit rate 0.35% among 350,000; recombinant APE1, TAMRA/BHQ-2 abasic DNA cleavage fluorescence; DNA repair nuclease/redox regulator APEX1 (Homo sapiens), P27695;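 note: potency is the fitted concentration of half-maximal effect; plate controls were vehicle for no effect and reference inhibitor for full effect; nearly all actives have a fitted effect of over 55% in size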
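Activity was derived from the fluorescence gain between first and third kinetic reads (60 s intervals, ex 525/em 598 nm) after 50 nM THF-abasic TAMRA/BHQ-2 duplex was added to 0.75 nM APE1 preincubated 15 min with compound.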
POLK inh = qHTS for Inhibitors of Polymerase Kappa; DNA polymerase kappa (Homo sapiens), Q9UBT6; purified Pol kappa, fluorescent DNA synthesis assay, 10 min; Potency, µM (doses to about 107 µM), inactives show at the highest dose activity, negative = inhibition, hits mostly inhibitors; hit rate 0.53% among 400,000; AID 588579, 2011; note: potency is the fitted concentration of half-maximal effect; % is set by controls: 0 for no effect and ±100 for the full control effect
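First, compounds were pin-transferred onto 10 nM Pol kappa. After 15 min at room temperature, substrate was added to 50 nM final. Fluorescence was then measured kinetically at 0 and 10 min.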
* marks the source's active call; other numbers are inactive results; i = inactive; ? = inconclusive; nt = no result given; & = joins results of further samples; [ ] = remark or other dose. Unless noted, calls come from the whole dose curve; as a rule, active = well fitted curve in the direction sought with a large enough effect; inconclusive = small, poorly fitted or top-dose-only effect, or another doubt; inactive = no such curve, though single readings can be large; an effect the other way counts as inactive or inconclusive. Only part of the results is shown; rates above refer to the full screens.

SMILES	Pol beta inh	BLM helicase inh	POLH inh	POLI inh	Tb PGK inh	RXFP1 antagonist	Anesthetic bind	APEX1 inh	POLK inh
CCOc1ccc(CCNS(=O)(=O)c2cnc[nH]2)cc1OCC	8.3%	-2.7%	-14.6%	?	-9.7%	6.5	-0.7%	5.2%	-1.3%
Cn1cc(/C=C2\SC(=S)N(N3CCOCC3)C2=O)c2ccccc21	?	-3.4%	-0.9%	22.3%	2.2%	20.2	-6.6%	-0.8%	-5.7%
Cc1c(CC(=O)NCC(=O)NCC(=O)O)c(=O)oc2c(C)c3oc4c(c3cc12)CCCC4	8.5%	-3.1%	?	4.6%	-9.0%	7.4	27.7%	57.7%[activator]	4.7%
CCN(c1nc(N)c(C(=O)N=C(N)N)nc1Cl)C(C)C	1.3%[57.1 µM]	nt	-4.4%[57.1 µM]	3.8%[58.9 µM]	-7.0%	nt	nt	-3.0%	-5.2%[60.1 µM]
O=C(NC(=S)Nc1ccc(F)c([N+](=O)[O-])c1)c1ccccc1F	?	-6.5%	-7.6%	22.0%	-3.0%	-28.6	-13.9%	4.3%	-4.3%
Cc1cccc(NC(=O)Cn2nc(C)c3nn(-c4ccc(Cl)cc4)c(C)c3c2=O)c1C	-26.4%	-5.2%	-10.5%	13.3%	-2.3%	-10.5	-14.2%	nt	-6.0%[60.1 µM]
CN(Cc1ccccc1)C(=O)C(=O)c1cn(CC(=O)N2CCCC2)c2ccccc12	43.6%	1.7%	-17.5%	18.9%	3.3%	0.4	-10.2%	6.9%	0.4%
CCOC(=O)c1c(-c2ccccc2)csc1NC(=O)c1nc(SCC)ncc1Cl	0.6%	-0.4%	-11.7%	31.9%[activator]	i	nt	-0.5%	nt	-23.1%
Cc1cc(-c2c(C)[nH]n(-c3ccc(Cl)cc3)c2=O)n[nH]1	3.0%	-3.1%	2.6%	12.4%	-4.3%	14.9	5.4%	-2.7%	-21.2%
COn1c(-c2ccc(Cl)cc2)nc2ncccc21	5.1%	1.8%	-17.6%	-23.8%	nt	7.4	3.4%	-2.4%	-14.1%
O=C(CCc1ccc(S(=O)(=O)N2CCOCC2)cc1)Nc1ccc2ccccc2c1	2.1%	-4.1%	-15.1%	14.8%	-0.3%	-0.4	-14.7%	-10.1%	-1.9%
C=CCSC1=C(C#N)C(c2ccccc2)CC(=O)N1 (stereo not given)	6.7%	1.0%	-4.4%	-11.1%	0.1%	-2.4	-10.6%	-0.3%	-8.7%
Cc1c(/C(O)=C2\C(=O)C(=O)N(CCCN(C)C)C2c2ccccc2)cnn1-c1ccccc1 (stereo not given)	9.1%	-2.5%	0.5%	9.4%	4.4%	12.5	-14.1%	12.7%	-10.7%
C=CCc1ccc(OCCn2nnc3ccccc32)c(OC)c1	4.0%	-4.2%	-17.7%	-7.4%	-2.6%	nt	4.6%	15.8%	-12.1%
CC(=O)Nc1ccc(NS(=O)(=O)c2ccc3c(c2)oc(=O)n3C)cc1	12.8%	0.2%	-15.4%	5.4%	-3.9%	-11.3	-2.2%	12.9%	8.5%
CCc1ccc(C2C(C#N)=C(N)C(C#N)(C#N)C3=CCC(C(C)(C)C)CC32)cc1 (stereo not given)	?	-11.8%	-13.1%	?	-0.4%	-17.4	?	-9.5%	-14.2%
O=C(Cc1cccs1)NCCS(=O)(=O)N1CCN(c2cccc(Cl)c2)CC1	nt	nt	-8.3%	3.4%	-5.9%	-5.7	nt	1.4%	-8.7%
Cc1ccc(Nc2nc(/N=C/N(C)C)n[nH]2)cc1C	7.0%	-1.6%	-3.5%	79.6%[activator]	-0.7%	-21.3	-2.6%	3.2%	-16.7%
CC(=O)c1cc2c(=O)c3ccccc3oc2nc1C	nt	nt	-15.1%	0.6%	4.8%	-1.5	nt	nt	-5.3%
CCOC(=O)c1cnc2ccc(C(=O)OC)cc2c1Nc1ccc(OCc2ccccc2Cl)cc1	15.3%	-0.7%	-12.3%	-2.2%	-4.7%	nt	1.1%	nt	-6.9%
Cc1ccc(C(=O)NNC(=O)c2ccc(SCC3CCCO3)c([N+](=O)[O-])c2)cc1 (stereo not given)	-0.2%	-4.1%	-7.2%	-11.1%	i	-7.0	?	-1.5%	-4.4%
CCN1C(=NCCOC)N[C@@H](c2cccc(F)c2)C(C(=O)OC)=C1C	38.5%&15.8%	-1.7%&0.6%	4.6%	-15.9%	-0.1%	nt	-5.7%&2.5%	6.3%&-6.2%	-5.9%
COc1ccc(CN2C(=O)c3cccnc3C2Nc2ccc(C)cc2)cc1 (stereo not given)	-27.7%	-2.8%	7.8%	-1.1%	-2.2%	-1.8	-10.8%	1.3%	-9.7%
CC(C)C(=O)Nc1ccc(Br)cc1Cl	29.4%	-7.0%	-19.0%	43.9%	-9.0%	-0.4	-17.6%	4.9%	-2.8%
Cc1c(C(=O)O)cnc2cc(-c3ccc(Cl)cc3)nn12	-0.1%	0.8%	-10.7%	-0.8%	-2.7%	nt	-6.9%	-3.3%	10.9%
CC(C(=O)Nc1nccs1)c1ccc([N+](=O)[O-])cc1 (stereo not given)	-0.3%	-1.2%	-5.9%	11.2%	-9.9%	5.4	4.2%	-1.1%	8.3%
COC(=O)c1cc(S(=O)(=O)N2CCN(c3ccc(OC)cc3)CC2)cn1C	5.1%	-2.4%	-11.5%	-9.3%	-8.3%	-11.9	-14.9%	30.7%	-1.1%
Cc1snc(SCc2c(F)cccc2Cl)c1C#N	-15.3%	-10.4%	-11.4%	5.1%	2.4%	-1.4	?	26.3%	-11.4%
CS(=O)(=O)N(CC(=O)Nc1ccccc1Cl)c1ccc(Cl)cc1	-1.9%	-4.5%	-19.5%	10.6%	-9.4%	-16.0	-8.6%	2.6%	-0.6%
CCn1c(COc2ccc(=O)n(-c3ccccc3)n2)nnc1SCC(=O)OC	-19.7%	-4.7%	3.3%	46.8%[activator]	5.5%	-8.4	-3.8%	-1.3%	-7.6%
CN(C)S(=O)(=O)c1ccc(S(=O)(=O)N2CCCC2)cc1	1.4%	-9.3%	4.9%	19.6%	-3.6%	-1.7	-5.0%	2.8%	1.7%
COc1c(Cl)cc(C(=O)N(Cc2ccccc2F)C2CCS(=O)(=O)C2)cc1Cl (stereo not given)	11.5%	-3.8%	-6.4%	19.1%	-5.6%	-21.9	-0.4%	nt	18.3%
Cc1cc(C(=O)N2CCN(c3ncccn3)CC2)nn1C	14.9%	-8.9%	-14.0%	14.1%	i	0.2	-0.2%	3.3%	4.5%
CN(C)c1ncnc2[nH]ncc12	nt	nt	-10.4%	-0.1%	-8.6%	9.3	nt	nt	3.2%
Cc1ccc(N2CC(C(=O)NC3CC3)CC2=O)cc1 (stereo not given)	7.7%	-2.5%	-17.1%	29.6%	-8.9%	2.5	-5.3%	72.6%	1.1%
CCN(CC)CCn1c(N)cc(=O)[nH]c1=O	7.3%	-3.3%	13.8%	21.1%	0.7%	-5.8	-2.0%	0.1%	-15.2%
Nc1cc(C(=O)OCC(=O)NC(c2ccccc2)c2ccccc2)ccc1Cl	54.9%	-5.1%	-7.4%	38.0%[activator]	-1.3%	-2.2	-6.8%	-3.4%	-4.6%
Cc1cccc(NC(=O)c2ccc([N+](=O)[O-])o2)c1C	-8.3%	1.8%	-7.4%	127.8%[activator]	5.7%	5.2	-14.4%	0.8%	3.9%
CSc1nnc(-c2ccco2)n1-c1ccccc1	16.0%	-2.8%	-9.3%	1.0%	i	-13.3	-4.6%	7.1%	-0.6%
CC(C)N1CCN(Cc2coc3ccccc3c2=O)CC1CCO (stereo not given)	-11.1%	-2.8%	-17.3%	-10.1%	i	-13.8	-9.5%	-0.5%	-11.0%
O=C(COC(=O)c1cccnc1Cl)NC(=O)c1ccc(OC(F)F)cc1	nt	nt	-7.8%	1.7%	-5.5%	-19.6	nt	30.1%	-4.0%
COc1ccc(C(=O)Nc2ccc(C(=O)OCC(=O)c3ccccc3)cc2)cc1	12.6%	-1.1%	4.9%	-0.6%	-5.8%	0.0	-7.4%	-2.0%	-15.3%
Cn1nc(-c2ccc(OCC(=O)Nc3ccc(Cl)cc3)cc2)c2ccccc2c1=O	7.94µM*	-11.3%	-10.7%	-6.2%	i	5.2	-10.4%	nt	-18.5%
COc1ccc(N2CCN(S(=O)(=O)CCNC(=O)Cc3ccc(OC)c(OC)c3)CC2)cc1	-1.1%	0.8%	-9.0%	10.4%	8.8%	-10.0	-4.1%	nt	-6.6%[60.1 µM]
Cc1ccc(C(=O)N/C(=C\c2ccco2)C(=O)N2CCOCC2)cc1C	12.7%	-1.4%	8.9%	26.1%	-0.4%	-1.5	-17.3%	3.9%	1.5%
CN(C)Cc1nc2ccccc2c(=O)n1Cc1nc(-c2cccc([N+](=O)[O-])c2)cs1	-29.2%	-3.4%	-17.6%	78.0%[activator]	1.6%	-7.9	?	-9.4%	-3.1%
N#Cc1c(N)n(C2OC(CO)C(O)C2O)c2ncnc(N)c12 (stereo not given)	nt	nt	-16.7%	50.2%[activator]	2.0%	-8.9	nt	nt	-11.0%

Arranged by molecular weight (rising): part of the list above.
SMILES	Pol beta inh	BLM helicase inh	POLH inh	POLI inh	Tb PGK inh	RXFP1 antagonist	Anesthetic bind	APEX1 inh	POLK inh
Cc1ccc(C(=O)N/C(=C\c2ccco2)C(=O)N2CCOCC2)cc1C	12.7%	-1.4%	8.9%	26.1%	-0.4%	-1.5	-17.3%	3.9%	1.5%
Cn1nc(-c2ccc(OCC(=O)Nc3ccc(Cl)cc3)cc2)c2ccccc2c1=O	7.94µM*	-11.3%	-10.7%	-6.2%	i	5.2	-10.4%	nt	-18.5%
COc1ccc(N2CCN(S(=O)(=O)CCNC(=O)Cc3ccc(OC)c(OC)c3)CC2)cc1	-1.1%	0.8%	-9.0%	10.4%	8.8%	-10.0	-4.1%	nt	-6.6%[60.1 µM]

Bioassay records (PubChem BioAssay)
